# APJ agonist = agonists of human apelin receptor APJ, primary screen, CHO-K1 cells, PathHunter beta-arrestin, luminescence; activation, % at 20 µM; hit rate 0.11% among 330,000; P35414; 0% DMSO wells, 100% apelin;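 active = activation more than six SD over the plate average, tested at 20 µM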;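 also: 0% = DMSO alone and 100% = apelin-13 at 10 nM; some results filed as inactive read as strong as hits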
# Target sequence (P35414 whole entry, looked up): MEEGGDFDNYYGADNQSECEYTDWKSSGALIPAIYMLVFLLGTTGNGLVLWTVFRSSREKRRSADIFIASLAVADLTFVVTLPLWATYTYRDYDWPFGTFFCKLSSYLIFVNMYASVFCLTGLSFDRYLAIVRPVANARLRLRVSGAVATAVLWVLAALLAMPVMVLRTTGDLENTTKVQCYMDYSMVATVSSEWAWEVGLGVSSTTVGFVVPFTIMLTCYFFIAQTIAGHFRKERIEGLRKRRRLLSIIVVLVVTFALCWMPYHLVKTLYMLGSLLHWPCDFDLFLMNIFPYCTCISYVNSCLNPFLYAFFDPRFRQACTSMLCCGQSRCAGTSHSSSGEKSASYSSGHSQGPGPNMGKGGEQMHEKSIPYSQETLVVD
#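 Assay system – PathHunter CHO-K1 APJ (AGTRL-1) beta-arrestin reporter cells · Compound – one dose, 20 µM compound, 1% DMSO · Timing – compound 90 min 25 °C, reagent 1 h · Measured by – luminescence from split beta-galactosidase complementation, Galacton Star/Emerald II substrate · Measure – beta-arrestin recruitment to APJ as agonist activity, luminescent signal · Benchmarks – DMSO vs Apelin-13 10 nM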
# CHOP UPR activ = activators of apoptotic CHOP UPR arm, primary screen, cell-based, CHO-CHOP luciferase reporter, luminescence, uHTS; hit rate 0.34% among 330,000; activation, % at 10 µM; AID 449763, 2010; UPR activation; percent of tunicamycin response over DMSO baseline;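 active = at 10 µM dose, activation of 40% or more, normalized to positive control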;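 also: 100% = tunicamycin at 10 µg/mL and 0% = DMSO alone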
#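 System: CHO-CHOP luciferase reporter cell line; amount: 500 cells/well; buffer or medium: F12 medium containing 10% fetal bovine serum; incubation: 6 h compound exposure at 37 °C after overnight seeding; measured by: luciferase luminescence after 10 min with Steady-Glo reagent; evaluation: % reporter activation, DMSO baseline versus tunicamycin full activation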
# Mdm2-MdmX inh = inhibitors of human Mdm2-MdmX association, primary screen, cell-based, luminescence, split luciferase, SaOS-2, uHTS | inhibition, % at 8 µM | hit rate 3% among 330,000 | SaOS-2 split-luciferase Mdm2/MdmX complementation;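 active = inhibition of at least 50% at 8 µM in the primary screen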
# GRIN3A LBD mod = binders of NR3A ligand-binding domain, primary screen, biophysical, differential scanning fluorimetry, uHTS; Glutamate receptor ionotropic, NMDA 3A (GRIN3A) ligand-binding domain; NR3A LBD differential scanning fluorimetry, Tm shift; 0% = protein alone, 100% = glycine-bound protein; Tm shift relative to glycine control, % at 25 µM; hit rate 2.5% among 340,000;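 active = melting temperature shift of at least 10% of the positive control shift, at one fixed dose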
# tim23-1 inh = growth inhibitors of tim23-1 mutant yeast, primary screen, luminescence, uHTS. AID 463212, 2010. S. cerevisiae tim23-1 growth, BacTiter-Glo luminescence, 24 h. hit rate 1.3% among 330,000. inhibition, % at 20 µM;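 active = growth inhibition of the mutant yeast at or above 50%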;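 also: temperature-sensitive mutant grown at 25 °C; plate controls were DMSO-treated mutant yeast for no effect and medium wells lacking yeast for full effect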
# NLRP3 yeast inh = NALP3 inflammasome inhibitors in reconstituted yeast, primary screen, luminescence, uHTS; Yeast reconstituted NLRP3/ASC/caspase-1, beta-gal luminescence, 24 h; inhibition, % at 10 µM; hit rate 0.39% among 330,000;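 active = inhibition of 50% or more; inactive = inhibition below 50%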;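 also: plate controls were induced DMSO wells for no effect and uninduced yeast grown without galactose for full effect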
# tim10-1 inh = growth inhibitors of tim10-1 mutant yeast, primary screen, luminescence, uHTS; inhibition, % at 20 µM; AID 463190, 2010; hit rate 2.2% among 330,000; S. cerevisiae tim10-1 ts strain growth, BacTiter-Glo, 24 h;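 active = inhibition of at least 40%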;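 also: mutant grown at 25 °C; 0% = DMSO wells with yeast and 100% = wells holding no yeast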
# XBP1 UPR activ = activators of adaptive XBP1 UPR arm, primary screen, cell-based, CHO-XBP1 luciferase reporter, luminescence, uHTS | hit rate 0.33% among 330,000 | IRE1-XBP1 UPR activation; percent of tunicamycin response, DMSO as zero | activation, % at 20 µM;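 active = versus positive control, 20 µM dose yields 30% or more activation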;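 also: 100% = tunicamycin at 10 µg/mL and 0% = DMSO only wells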
#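 Material: CHO-XBP1 cells stably carrying IRE1-XBP1-driven luciferase reporter / Amount: 1000 cells per well / Compound: 20 µM, 1% DMSO / Times: 6 h treatment, 37 °C / Detection: luciferase luminescence / Measure: % activation of reporter signal versus tunicamycin and DMSO controls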
# TIM10 inh = growth inhibitors of isogenic TIM10 control yeast, primary screen, counter-screen for tim10-1 yeast inhibitor project, luminescence, uHTS | S. cerevisiae TIM10 strain growth, BacTiter-Glo luminescence, 24 h | inhibition, % at 10 µM | hit rate 1.4% among 330,000 | AID 463195, 2010;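 active = inhibition of 40% or more at the single tested concentration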;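 also: wild-type TIM10 isogenic control strain grown at permissive 25 °C; 0% = DMSO yeast wells and 100% = minimal medium wells without yeast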
# * = called active by the depositor; . = not tested or not shown.
# The opening six compounds, to show the layout:
SMILES,APJ agonist,CHOP UPR activ,Mdm2-MdmX inh,GRIN3A LBD mod,tim23-1 inh,NLRP3 yeast inh,tim10-1 inh,XBP1 UPR activ,TIM10 inh
O=C(CNS(=O)(=O)c1ccccc1)Nc1ccc(F)cc1F,-5,0.0,-8,1,14,15,8,-1,6
CCOc1ccc(N(CC(=O)N/N=C/c2cc([N+](=O)[O-])ccc2Cl)S(C)(=O)=O)cc1,1,0.6,25,-14,-9,9,3,-3,-2
COc1ccccc1-c1cc(C(=O)NC(C)C)no1,-3,4.8,-66,-1,33,28,30,3,21
Cc1ccc(N(CC(=O)N2CCOCC2)S(=O)(=O)c2ccccc2)cc1,7,-1.6,24,0,9,5,-3,3,13
CC(=O)Nc1ccc(S(=O)(=O)N2CCN(CCCOc3ccccc3Cl)CC2)cc1,0,-2.0,21,-8,6,13,25,-1,18
COc1ccc(-n2c(SCC(=O)OC(C)C)nnc2-c2ccccn2)cc1,-3,-2.8,7,-2,33,0,34,1,19

# The listing, repeating the preview:
SMILES,APJ agonist,CHOP UPR activ,Mdm2-MdmX inh,GRIN3A LBD mod,tim23-1 inh,NLRP3 yeast inh,tim10-1 inh,XBP1 UPR activ,TIM10 inh
O=C(CNS(=O)(=O)c1ccccc1)Nc1ccc(F)cc1F,-5,0.0,-8,1,14,15,8,-1,6
CCOc1ccc(N(CC(=O)N/N=C/c2cc([N+](=O)[O-])ccc2Cl)S(C)(=O)=O)cc1,1,0.6,25,-14,-9,9,3,-3,-2
COc1ccccc1-c1cc(C(=O)NC(C)C)no1,-3,4.8,-66,-1,33,28,30,3,21
Cc1ccc(N(CC(=O)N2CCOCC2)S(=O)(=O)c2ccccc2)cc1,7,-1.6,24,0,9,5,-3,3,13
CC(=O)Nc1ccc(S(=O)(=O)N2CCN(CCCOc3ccccc3Cl)CC2)cc1,0,-2.0,21,-8,6,13,25,-1,18
COc1ccc(-n2c(SCC(=O)OC(C)C)nnc2-c2ccccn2)cc1,-3,-2.8,7,-2,33,0,34,1,19
CN(CC(=O)Nc1ccccc1C(=O)NC1CC1)Cc1ccco1,1,-0.8,7,2,-7,-1,-1,-1,3
COc1ccc(NC(=O)c2cc(-c3ccc(C)cc3)on2)cc1,-1,0.4,-12,-5,0,19,13,0,-4
CCOc1ccccc1C(=O)N/N=C/c1coc2ccc(Cl)cc2c1=O,11,11,82*,-1,68*,-12,67*,29,71*
CCOc1cc(CNCC(C)C)cc(Cl)c1OCc1ccccc1,-1,0.3,6,-1,7,31,-16,-1,13
O=C(NNC(=O)c1ccccn1)c1cccc([N+](=O)[O-])c1,-4,0.3,-1,2,10,-1,19,-1,14
CCN(CC)S(=O)(=O)c1cc(NC(=O)CN2C(=O)NC(C)(c3ccccc3)C2=O)ccc1C (centres undefined),0,0.8,-3,-3,16,22,9,4,-5
CCOc1ccc(C2Nc3ccccc3NC3=C2C(=O)CC(C)(C)C3)cc1OC (centres undefined),-1,0.5,11,-3,1,13,-12,-2,4
CCOC(=O)C1CCN(C(=O)COC(=O)C2CCN(S(=O)(=O)c3ccc(C)c(C)c3)CC2)CC1,-3,4.1,-2,1,2,18,-16,-1,5
CC(=O)N1Cc2ccccc2CC1C(=O)OCC(=O)c1c(N)n(C)c(=O)n(C)c1=O (centres undefined),-8,-1.4,23,1,1,16,1,2,4
COc1ccc(OCc2n[nH]c(=S)o2)cc1,-2,0.1,1,-2,-7,6,-19,-7,0
COc1ccc(-c2noc(COc3ccc(Cl)c(C)c3)n2)cc1,-2,-3.1,19,2,-18,20,-20,-5,-17
COC(=O)[C@H](C)[C@H]1C[C@]1(C)[C@H](NC(=O)OCc1ccccc1)c1ccccc1,-3,-0.8,13,-1,19,17,13,-1,0
COc1ccc(NC2CCCN(C(=O)CCN3Cc4ccccc4C3=O)C2)cc1 (centres undefined),4,2.4,0,0,13,7,26,-1,10
O=C(CCc1nc2ccccc2c(=O)[nH]1)Nc1nnc(SCc2ccccc2)s1,3,-1.6,26,2,-23,6,-5,-2,-23
CC1C(=O)Nc2ccccc2N1C(=O)c1ccc(O)cc1 (centres undefined),-4,-1.2,8,3,7,2,2,0,-4
Cc1ccc(S(=O)(=O)N(CCC(=O)O)c2ccccc2)cc1,1,0.7,10,15*,7,-8,13,0,0
CCC(=O)Nc1cccc(C2=NOC3(C2)C[C@@H](C(N)=O)N(C(=O)CC(c2ccccc2)c2ccccc2)C3)c1 (some centres undefined),1,-0.9,12,-1,7,2,-8,-3,7
CCOC(=O)C1=C(N)Oc2c(oc(CO)cc2=O)C1c1ccc(F)c(F)c1 (centres undefined),0,0.5,-5,0,2,-1,4,-2,4
COc1ccc(C(=O)N2CC3(C)CC2CC(C)(C)C3)cc1 (centres undefined),-1,-1.2,-16,0,32,13,28,0,4
CCCCn1c(N)c(N(CCOC)C(=O)C2CCN(c3ncnc4sc(C)c(C)c34)CC2)c(=O)[nH]c1=O,3,1.6,12,0,53*,4,14,-4,6
CCCCCCCN1C2=NCCN2c2ccccc21,-5,2.5,19,-1,6,7,-5,0,2
Cc1ccc(NC(=O)Cn2c(=O)oc3ccccc32)cc1,-1,-0.5,7,0,15,9,0,0,-21
O=C(O)CCn1c(=O)[nH]c(=O)n(CCC(=O)O)c1=O,-3,-2.8,14,-1,4,12,2,-1,5
Cn1cnc2c(N3CCCCC3)nccc21,-4,0.5,21,0,2,23,-3,-4,-17
CCc1cccc(Oc2nn[nH]n2)c1,-1,-1.7,-2,1,16,3,11,-2,-10
CCCn1c(SCC(=O)N2CC(=O)Nc3ccccc32)nc2ccccc21,-2,-0.7,-18,-1,9,10,8,1,2
CCC(C)NC(=O)c1ccccc1NC(=O)/C(=C/c1ccc(OC)cc1)c1ccccc1 (centres undefined),2,0.2,12,8,20,12,13,0,15
O=C(CC(c1ccco1)C1CCCCC1=O)c1ccco1 (centres undefined),-2,-0.5,29,1,19,6,4,-2,4
O=C(NCCCN1CCOCC1)C1CCCN(S(=O)(=O)N2CCCCC2)C1 (centres undefined),-4,2.3,0,-1,-7,8,-15,-3,7
O=C(Cc1c(Cl)cccc1Cl)NC1CC1,-4,-2.1,-8,-2,22,9,-16,-3,7
COc1ccc(-n2nc3c(N4CCC(C(=O)NC5CCCCC5)CC4)nnc(C)c3c2C)cc1,0,3.0,97*,-3,3,5,5,3,11
O=C(CCn1cnc2ccccc2c1=O)Nc1cccc(Cl)c1,4,3.1,-18,-1,-6,0,3,1,10
COc1cc(/C=N/O)cc(Cl)c1OC,-2,0.6,-8,-4,-4,9,7,1,-11
N=C1C(c2nc3ccccc3[nH]2)=C(O)CN1c1ccccc1,-5,4.7,13,3,6,17,-18,3,-6
CCOc1ccc(C(=S)NC2CCCCC2)cc1,-6,2.8,-52,1,36,17,-9,0,-2
COCCNC(=O)NC(=O)CN1C(=O)NC(Cc2c[nH]c3ccccc23)C1=O (centres undefined),-4,0.9,-12,0,-6,0,-7,-3,9
CC(=O)Nc1ccccc1Sc1ccccc1,-3,-0.8,-13,-1,-1,-2,9,-1,4
Cc1cc(C(=O)NCc2ccco2)on1,-3,0.7,-5,-1,-14,-8,-2,-3,-10
CC1CCc2c(sc(NC(=O)c3ccc(-c4ccccc4[N+](=O)[O-])o3)c2C#N)C1 (centres undefined),-7,-0.5,24,3,21,5,16,2,-3
COc1ccc(CN(CC2CCC(C(=O)O)CC2)C(=S)Nc2ccccc2OC)cc1 (centres undefined),-4,-2.5,22,-5,6,20,3,-3,6
O=C(NCCc1ccccn1)c1ccc2nc(Cc3ccccc3F)oc2c1,1,2.4,-63,-2,-5,25,-18,-4,-16
Cc1ccc(C(NC(=O)N2CC(C)OC(C)C2)C(Cl)Cl)cc1F (centres undefined),-3,0.2,1,-2,13,7,17,0,13
Cc1cc(C)nc(SCc2ccc(Br)cc2)n1,-4,0.1,29,2,16,35,-1,-3,2
S=C(c1ccc2c(c1)OCO2)N1CCCC1,-2,-2.2,23,3,6,8,17,-8,-5
COc1ccccc1CNC(=O)c1cc(-c2ccccc2)nn1Cc1cc(C)no1,-3,2.3,14,-11,12,18,11,1,2
Cc1ccccc1Cn1cnc2c(NS(C)(=O)=O)c(C)c(C)cc21,-4,-0.9,-2,2,4,14,13,2,-9
O=C(COc1cccc(F)c1)Oc1ccc(C(=O)c2ccccc2)cc1,-3,0.8,6,-1,11,-40,0,-1,2
O=C1CN(c2nc(-c3cccnc3)nc3sc4c(c23)CCCC4)CCN1,3,-1.3,25,-3,-78,1,42*,10,30
COc1ccc(-n2nc(C)cc2N)cc1,-4,-1.4,7,-1,-8,17,-8,4,-8
CCOC(=O)N1C(=O)[C@](CC)(c2ccccc2)N1C(=O)OCC,5,2.1,34,-1,17,3,2,-4,15
CC(Sc1nc2ccccc2c(=O)n1CC1CCCO1)C(=O)N(C)c1ccccc1 (centres undefined),1,0.7,9,-2,32,-3,20,-1,10
Cc1cccc(COc2ccc(/C=C3/C(=O)N(C)C(=S)N3C)cc2)c1,-3,0.4,14,0,26,20,14,-2,-6
COc1ccc(NC(=O)CSc2nc3ccccc3c(=O)n2CCCN2CCC(C)CC2)c(OC)c1,-3,0.6,34,-1,11,-5,-2,-3,-6
COc1ccc(C(=O)N2CCN(C(=O)c3ccncc3)CC2)cc1,0,2.0,-14,0,10,7,15,0,15

# New compounds follow:
SMILES,APJ agonist,CHOP UPR activ,Mdm2-MdmX inh,GRIN3A LBD mod,tim23-1 inh,NLRP3 yeast inh,tim10-1 inh,XBP1 UPR activ,TIM10 inh
C=CCn1c(N)c(C(=O)OC(C)(C)C)c2nc3ccccc3nc21,-10,1.0,17,9,-8,6,20,1,11
COc1ccc(N2CCN(S(=O)(=O)c3ccc(-c4cnc(C5CC5)o4)cc3)CC2)cc1,2,2.3,40,0,11,4,10,0,11
CCC1(c2ccc(F)cc2)NC(=O)N(CC(=O)Nc2cc(S(=O)(=O)N(C)C)ccc2Cl)C1=O (centres undefined),0,6.9,-15,-1,-13,10,21,1,0
O=C1C2CC=C(Cl)CC2C(=O)N1CCc1c[nH]c2ccccc12 (centres undefined),1,0.5,6,-20,14,9,13,2,15
COC(=O)[C@@]1(Cc2ccccc2)[C@H]2C(=O)N(C)C(=O)[C@H]2[C@H]2CN=C(SCc3ccc(C#N)cc3)N21,.,3.7,3,3,39,.,21,5,-1
CNC(=S)N1N=C(c2ccccc2)CC1c1ccccc1Cl (centres undefined),-1,-1.9,9,-2,17,-1,4,-2,-12
Cn1c(=O)[nH]c(=O)c2c1nc(N1CCOCC1)n2CC(O)COc1ccc2ccccc2c1 (centres undefined),4,-2.8,22,1,-2,22,-35,1,-17
